# Source: PubChem BioAssay (The Scripps Research Institute Molecular Screening Center)
# TEAD-YAP inh – TEAD-YAP interaction inhibition, primary screen, TEAD-YAP interaction inhibitor project, luminescence, HEK-TIYL cells; TEAD-Gal4/YAP UAS-luciferase luminescence; inhibition, % at 9.12 µM; 640,000 tested, 1.4% active; in the data active = inhibition above about 32%;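 also: 0% = median of test compound wells and 100% = reference inhibitor wells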
# FBW7 act – FBW7 E3 ligase activators, primary screen, biochemical, AlphaScreen, human | F-box/WD repeat-containing protein 7 (Homo sapiens), Q969H0 | AlphaScreen FBW7–phospho-cyclin E peptide binding, activator screen | normalized activity (activation), % at 26.1 µM | 650,000 tested, 0.13% active; in the data active = normalized activity above about 1.9%;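 also: purified mutant Fbw7 with reduced substrate affinity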
# Target sequence (Q969H0 whole entry, looked up): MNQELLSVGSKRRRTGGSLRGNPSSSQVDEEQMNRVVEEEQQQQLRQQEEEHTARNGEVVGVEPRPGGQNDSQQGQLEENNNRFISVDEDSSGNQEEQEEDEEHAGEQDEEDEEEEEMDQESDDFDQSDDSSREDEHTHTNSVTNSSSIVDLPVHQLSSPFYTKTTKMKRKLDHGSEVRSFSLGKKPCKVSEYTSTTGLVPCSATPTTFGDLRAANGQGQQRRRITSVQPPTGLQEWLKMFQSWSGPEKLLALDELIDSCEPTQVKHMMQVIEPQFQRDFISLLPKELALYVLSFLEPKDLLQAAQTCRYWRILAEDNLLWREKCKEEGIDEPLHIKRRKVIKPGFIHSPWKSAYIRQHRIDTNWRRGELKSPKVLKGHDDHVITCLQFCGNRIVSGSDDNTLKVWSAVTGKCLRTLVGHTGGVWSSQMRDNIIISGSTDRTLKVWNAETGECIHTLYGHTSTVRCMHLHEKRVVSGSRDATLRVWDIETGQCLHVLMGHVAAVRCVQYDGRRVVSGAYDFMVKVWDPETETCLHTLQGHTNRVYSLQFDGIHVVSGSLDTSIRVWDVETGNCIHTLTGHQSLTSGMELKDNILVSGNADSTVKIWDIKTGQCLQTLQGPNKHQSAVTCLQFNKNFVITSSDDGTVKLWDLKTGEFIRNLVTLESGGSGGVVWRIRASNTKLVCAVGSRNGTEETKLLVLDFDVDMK
# GPR151 activ – activators of human GPR151, primary screen, cell-based, PathHunter beta-arrestin, luminescence; 650,000 tested, 1% active; activation, % at 11.2 µM; PathHunter beta-arrestin GPR151 cells; G-protein coupled receptor 151 (Homo sapiens), Q8TDV0; in the data active = activation above about 4.9%;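 also: 0% = median of compound wells and 100% = cells with positive control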
# MITF primary – MITF inhibitors, primary screen, biochemical, AlphaScreen, human. AlphaScreen MITF homodimerization, bead proximity signal. inhibition, % at 2.6 µM. 650,000 tested, 0.91% active; in the data active = inhibition above about 50%;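 also: 0% = vehicle wells with protein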
# Numbers without * were called inactive; / = no result given.
SMILES,TEAD-YAP inh,FBW7 act,GPR151 activ,MITF primary
CCCCC[C@H](O)/C=C/[C@H]1C(=O)C[C@H](O)[C@@H]1CCCCCCC(=O)O,/,/,9.7*,18
Cc1cc(Br)ccc1NC(=O)CC(C)(C)C,-2,-0.1,0.7,-17
CCOC(=O)C1=C(C)N(C)C(=O)NC1c1ccccc1OCc1ccccc1 (configuration not stated),-10,0.0,-0.1,-11
O=C(Nc1ccc2c3c(cccc13)CC2)c1ccccc1F,-48,0.1,-0.2,5
CCOC(=O)C1C(c2ccccc2)NC(=S)NC1(C)O (configuration not stated),20,0.6,-0.6,5
C=CCNC(=S)Nc1ccc(O)cc1,5,0.0,-0.2,6
Cc1ccc(NC(=O)CSc2nnnn2-c2ccc(C(N)=O)cc2)c(C)c1,3,-0.1,-1.0,0
O=C(CNC(=O)C1CCCCC1)OCC(=O)c1ccc([N+](=O)[O-])cc1,-7,-0.1,-0.6,0
CC(C)CC1=NN(C(=O)c2ccccc2)C(O)(C(F)(F)F)C1 (configuration not stated),-20,0.0,2.0,-5
O=C(Nc1nc2ccccc2n1CCOc1ccccc1Cl)c1ccc(F)cc1,-10,0.3,-1.8,14
COc1ccc(/C=C/C23NC(=O)CCN2c2ccccc2C3(C)C)cc1OC (configuration not stated),6,0.1,0.6,6
CCCOc1ccc(/C(O)=C2/C(=O)C(=O)N(CCN(CC)CC)C2c2ccc(C(C)(C)C)cc2)cc1C (configuration not stated),-10,-0.2,-0.7,-5
CCOc1ccc(C2Oc3ccccc3C=C2[N+](=O)[O-])cc1OCC (configuration not stated),-37,0.1,-0.9,32
COC(=O)c1ccc(/C=C/C(=O)OCC(=O)/C(C#N)=C(\C)N)cc1,3,0.0,1.7,-8
CC(=O)Nc1ccccc1C(=O)C(=O)NC1CCCCC1C (configuration not stated),9,0.2,0.0,3

# 5 compounds already listed, arranged by count of non-hydrogen atoms, high to low.
SMILES,TEAD-YAP inh,FBW7 act,GPR151 activ,MITF primary
O=C(Nc1nc2ccccc2n1CCOc1ccccc1Cl)c1ccc(F)cc1,-10,0.3,-1.8,14
CCOc1ccc(C2Oc3ccccc3C=C2[N+](=O)[O-])cc1OCC (configuration not stated),-37,0.1,-0.9,32
CC(=O)Nc1ccccc1C(=O)C(=O)NC1CCCCC1C (configuration not stated),9,0.2,0.0,3
CCOC(=O)C1C(c2ccccc2)NC(=S)NC1(C)O (configuration not stated),20,0.6,-0.6,5
C=CCNC(=S)Nc1ccc(O)cc1,5,0.0,-0.2,6

# (listing goes on)
SMILES,TEAD-YAP inh,FBW7 act,GPR151 activ,MITF primary
O=C(Nc1nc(-c2ccc3c(c2)OCO3)cs1)c1cc(=O)c2ccccc2o1,6,-0.2,1.4,-8
Nc1nc(-c2cccs2)cn1/N=C/c1ccccc1,-24,-0.1,-0.9,-8
S=C(S)N1N=CCC1c1ccccc1 (configuration not stated),-6,0.2,0.3,7
CC[C@@H](C)[C@H](NS(=O)(=O)c1ccc(OC)cc1)C(=O)O,4,0.1,-1.4,-15
CC1CN(CC(O)COCc2ccccc2)CC(C)O1 (configuration not stated),-20,0.0,2.1,5
CC(=O)NS(=O)(=O)c1ccc(NC(=O)/C=C/c2ccccc2Cl)cc1,3,0.2,0.6,4
CCCCCc1ccc(OC(=O)C2CCCC(C(=O)Oc3ccc(CCCCC)cc3)C2)cc1 (configuration not stated),5,0.5,-0.1,11
Cn1nc2c(c1NC(=O)C1CCCN1S(=O)(=O)c1ccc(F)cc1)CCC2 (configuration not stated),1,0.1,0.4,0
CNC(=O)CSc1nc(C)nc2sc3c(c12)CCCC3,11,-0.1,-1.1,8
O=C(/C=C/Nc1ccccc1NS(=O)(=O)c1ccc([N+](=O)[O-])cc1)c1ccccc1,4,0.7,-1.4,22
CCOC(=O)/C(C#N)=C\c1[nH]c(C)c(C(=O)OCC)c1OC,-7,0.6,-0.5,1
COc1cccc2cc(C(=O)NC(C)=O)c(=Nc3ccc(F)cc3)oc12,-9,0.0,0.2,-2
CC(=O)c1ccc(N2CCN(C(=O)c3cc4c(=O)[nH]c5ccccc5c4n3C)CC2)cc1,-5,-0.3,-0.1,-22
Cc1ccc(NC(=O)c2cncc(Br)c2)cc1Cl,-17,0.0,0.2,3
O=C(NCC1CCCO1)C1CCN(C(=O)N2CCOc3ccccc32)CC1 (configuration not stated),3,0.1,9.7*,8
Cc1ccc(CNC(=O)c2cc(C3CC3)[nH]n2)o1,-10,0.0,-0.1,-8
O=C(COC(=O)c1ccc(OCc2ccccc2)cc1)Nc1ccc2c(c1)OCCO2,16,-0.1,-0.3,6
COC(=O)C(C(=O)OC)C(C(C)C)C(C(=O)OC)C(=O)OC,12,0.2,1.1,-6
O=C(c1ccc(-n2cccc2)cc1)N1CCC(c2nnc(-c3ccco3)o2)CC1,-4,2.2*,-0.6,15
O=C(O)c1ccc(N/N=C/c2ccc(Br)s2)cc1,-3,-0.1,-1.0,-31
COc1cc(C(=O)N/N=C/c2cc(Cl)ccc2O)ccc1O,-10,0.0,3.9,8
Cc1[nH]n(-c2cccc(Cl)c2)c(=O)c1C=Nc1ccc(Cl)c(N=Cc2c(C)[nH]n(-c3cccc(Cl)c3)c2=O)c1,4,0.0,0.5,4
N#CCSc1nc2ccccc2c(=O)n1CCCCCC(=O)N1CCOCC1,1,-0.2,0.5,15
O=C(O)c1cc(=O)cc(C(=O)O)[nH]1,-1,-0.2,1.8,2
COc1ccc(-n2c(C)ccc2-c2ccccc2)cc1,-14,-0.1,-1.1,-1
CC(C)N(C(C)C)S(=O)(=O)c1ccc(N2CCC(C(N)=O)CC2)nc1,0,-0.1,1.7,4
COc1cccc(NC(=O)CN2C(=O)/C(=C\c3cccs3)SC2=S)c1,19,0.1,-2.5,17
CCCCN1C(=O)C(=O)/C(=C(\O)c2ccc(OC)cc2)C1c1ccc(C)cc1 (configuration not stated),7,-0.2,1.3,7
O=C(O)CCC(=O)N1N=C(c2c(-c3ccccc3)c3cc(Cl)ccc3[nH]c2=O)CC1c1ccc(F)cc1 (configuration not stated),-5,-0.1,0.9,-9
CCC(C)Nc1nc2ccccc2nc1NS(=O)(=O)c1ccccc1 (configuration not stated),9,0.1,0.0,1

# A different layout for some results above:
Cc1[nH]n(-c2cccc(Cl)c2)c(=O)c1C=Nc1ccc(Cl)c(N=Cc2c(C)[nH]n(-c3cccc(Cl)c3)c2=O)c1
  TEAD-YAP inh: 4	FBW7 act: 0.0	GPR151 activ: 0.5	MITF primary: 4
N#CCSc1nc2ccccc2c(=O)n1CCCCCC(=O)N1CCOCC1
  TEAD-YAP inh: 1	FBW7 act: -0.2	GPR151 activ: 0.5	MITF primary: 15
O=C(O)c1cc(=O)cc(C(=O)O)[nH]1
  TEAD-YAP inh: -1	FBW7 act: -0.2	GPR151 activ: 1.8	MITF primary: 2

# Remaining list, next part:
SMILES,TEAD-YAP inh,FBW7 act,GPR151 activ,MITF primary
COc1ccc(NC(=O)c2ccc(CSC3CCCCC3)cc2)cc1OC,-1,0.1,-0.6,3
Cc1ccc(-c2n[nH]c(=S)n2/N=C\c2ccccc2OCC(=O)O)cc1,-4,-0.1,-0.4,12
CCOc1ccccc1C1C(C#N)=C(S)NC(=O)C1C(=O)OC (configuration not stated),3,0.0,-0.2,15
O=C(Oc1ccc(I)cc1)c1cccc(N2C(=O)CCC2=O)c1,1,0.3,1.2,12
O=C(N1CCCC1)C1(c2cc(-c3cccs3)on2)CC1,2,-0.1,-0.5,10
Cc1ccc(CN(C)C(=O)CC2C(=O)NCCN2Cc2ccccc2C)cc1 (configuration not stated),10,-0.1,2.0,1
O=C(CC12CC3CC(CC(Br)(C3)C1)C2)Nc1nncs1,1,0.0,-0.7,-1
Cc1ccc(C(=O)Nc2cccc(C)c2N2CCC3(CC2)OCCO3)o1,6,0.0,-1.7,8
CCCCN(C(=O)CC(c1ccccc1)c1ccccc1)c1c(N)n(CCC)c(=O)[nH]c1=O,9,0.5,-0.7,10
COc1ccc(-n2cc(C(=O)NCCCN3CC(C)CC(C)C3)c3ccccc3c2=O)cc1 (configuration not stated),1,0.1,-1.0,-12
c1ccc(Cn2nnnc2C(c2cccs2)N2CCOCC2)cc1 (configuration not stated),0,0.1,0.4,7
O=c1[nH]c(=S)[nH]c(O)c1C=Nc1ccc([N+](=O)[O-])cc1,1,0.1,1.2,-12
C=CCNCCC1CCC(=O)N1Cc1cccc(F)c1F (configuration not stated),6,0.0,1.6,3
COC(=O)c1ccccc1NC(=O)CCC(=O)OCC(=O)c1ccc(Br)cc1,-1,0.0,-1.5,5
CCOC(=O)N1CCc2c(sc(NC(=O)c3ccc(S(=O)(=O)N4CCOCC4)cc3)c2C(=O)N2CCOCC2)C1,10,-0.1,2.4,-5
COCCOC(=O)c1c(C)oc2ccc(OC(=O)C(C)C)cc12,-17,0.6,-2.0,3
CN(C)C(=O)CCS(=O)(=O)c1cc(-c2cn[nH]c2)ccc1NC(=O)C1COc2ccc(F)cc2C1 (configuration not stated),-31,-0.2,-0.1,16
CCCN(CCC)CC(=O)Nc1sc2c(c1C(=O)OCC)CCC2,-22,0.5,-0.4,3
O=c1ccc(-c2cnc3c(n2)[nH]c(=O)n3C2CCCCC2)c[nH]1,2,0.9,1.3,12
O=C(O)c1cccnc1SC1CC(=O)N(c2cccc(Br)c2)C1=O (configuration not stated),4,-0.2,-0.4,5
O=C(Nc1ccc(-c2nc3cc(Cl)ccc3o2)cc1)c1cc(I)ccc1Cl,-7,0.0,-1.2,-9
O=C(O)CSc1nnc(NC(=O)COc2ccccc2)s1,0,0.0,-1.4,10
Cc1ccc(C(=O)NCc2ccc3c(c2)cc(C)n3C)cc1,3,-0.2,-0.3,2
Cc1cc2nc3s/c(=C\c4ccc(-c5cccc(F)c5)o4)c(=O)n3c2cc1C,7,-0.6,-1.3,8
O=C(O)c1cccc(-c2cnc3ccc(NCc4ccco4)nn23)c1,5,-0.1,-1.1,-10
Cc1ccccc1Nc1nc(N)nc(CNc2ccc(Cl)cc2)n1,-14,0.0,0.3,2
Nc1ccc(S(=O)(=O)c2ccccc2)cc1,-5,-0.1,0.7,8
COc1nc(NCc2cccnc2)nc(N2CCC(C)CC2)n1,-17,-0.1,1.1,-2
Cc1ccc(S(=O)(=O)N2CCN(c3nc(-c4ccc(F)cc4)cs3)CC2)cc1,1,0.4,-2.2,-4
O=S(=O)(c1ccc(-c2ccco2)cc1)C1CCNCC1,-4,0.1,3.0,6
O=C(Nc1c2c(nn1-c1ccc([N+](=O)[O-])cc1)CSC2)c1c(F)cccc1Cl,18,-0.1,-0.4,2
CC1=CCC(C(=O)Nc2nc3ccccc3s2)C(C(=O)O)C1 (configuration not stated),0,-0.1,0.9,-4
Cn1c(=O)c2nc(-c3cccc(F)c3)oc2c2ccccc21,0,-0.3,-0.2,1
COCCCn1nnnc1SCC(=O)N1c2ccccc2CC1C (configuration not stated),22,-0.1,-0.7,-10
COc1ccc(CCNC(=O)CSc2nc3nc(C)c(Cc4ccccc4Cl)c(C)n3n2)cc1OC,-5,0.2,1.5,-3
O=C(c1ccc(NC2=NC3CS(=O)(=O)CC3S2)cc1)N1CCCC1 (configuration not stated),3,0.1,-0.4,-6
COC(=O)c1cccc(-n2c(C)cc(/C=C3/NC(=O)N(c4ccccc4)C3=O)c2C)c1,10,-0.1,-1.1,13
CSc1ccccc1NC(=O)Cn1nc(C)c([N+](=O)[O-])c1C,-8,0.1,-0.1,-5
COC(=O)CSC1=C(C#N)C(c2ccc(Cl)cc2)C(C(=O)OC)C(=O)N1 (configuration not stated),5,0.0,2.6,17
O=C(c1cnccn1)N1CCN(c2cc(-n3cccn3)ncn2)CC1,-1,-0.3,-0.5,3
COc1ccc2ccccc2c1[C@@H]1C[C@H]2CN(C)C(=O)[C@]23CCCN13,-8,-0.2,-1.0,-1
O=C(O)c1cccc(S(=O)(=O)Nc2ccc(Br)cc2)c1,2,0.1,-0.6,-15
COC(=O)c1ccc(NC(=O)/C(=C\c2ccc(OC)cc2)NC(=O)c2ccc(Br)o2)cc1,-6,0.4,-0.1,7
CCc1nn(CCCC(=O)N2CCN(C)CC2)c(=O)c2cc3occc3n12,-4,0.0,-0.5,0
CC(C)Cn1c(CN2CCN(C)C(CCO)C2)nc2ccccc21 (configuration not stated),0,0.1,-0.8,16
Brc1cccc(-c2n[nH]c(-c3ccccc3)n2)c1,-62,0.3,0.0,11
COc1cccc(C(=O)Nc2ccc3oc(-c4cccc(Br)c4)nc3c2)c1,-4,0.0,-0.1,2
O=C(CCC1CCCN(Cc2ccn[nH]2)C1)N1CCN(c2ccccn2)CC1 (configuration not stated),3,-0.1,1.6,-6
CN(C)CC#CCOC(c1ccccc1)c1ccccc1,-1,-0.2,-0.8,5
NNC(=O)CCC(=O)NCc1ccccc1,-6,0.3,-0.3,-5
Cc1ccc(NC(=S)NC2CC2)cc1,-6,0.1,0.5,14
Cc1ccc(SCC(=O)NC2CCS(=O)(=O)C2)cc1 (configuration not stated),8,0.1,-1.4,15
Cc1cc(C)n(C2=NCCN2C=C(C#N)C#N)n1,0,-0.2,0.4,-3
